# E-sel TNF inh: TNF alpha driven E-selectin expression inhibition | HUVEC TNFa-induced E-selectin immunofluorescence, high content | 120,000 compounds, 0.71% hits | inhibition, % at 2 µM;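 active means inhibition above the batch mean plus 3 SD, and confirmed as a hit on visual image review, cut at about 43% in these data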;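 further: 0% = TNF-stimulated DMSO wells and 100% = unstimulated control wells; not every result past the cut was called active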
# Active calls of the source: *. This is a subset; rates above refer to the full screens.
E-sel TNF inh,SMILES
6,Cc1cc(NC(=O)COC(=O)C2CCC(=O)N2)c([N+](=O)[O-])cc1C (centres undefined)
6,COc1cc(NC(=O)C(=O)NCCN(C)C)c(OC)cc1Cl
6,C=CCN1C(=O)C(CC(=O)Nc2ccc(OCCC)cc2)N(CCCN2CCN(Cc3ccccc3)CC2)C1=S (centres undefined)
2,CC(CCn1cccn1)NC(=O)CCc1nnc(C2CCCCC2)o1 (centres undefined)
-24,Cc1cc(C)n2ncc(C(=O)Nc3ccc(Cl)c(Cl)c3)c2n1
-9,COc1ccc(C(=O)Nc2ccc(NC(=O)C(C)C)nc2)cc1
-20,COc1ccc(OC)c(CN2CCN(Cc3cccc4ccccc34)CC2)c1
14,NS(=O)(=O)c1ccc(N=Cc2c(O)c3ccccc3oc2=O)cc1
38,Cc1cc(C)c2cc(C=O)c(Cl)nc2c1
41,CC1=CC(=O)C(C(C)C)=CC1=NC(=O)c1ccc(C)cc1
-19,COc1ccc([N+](=O)[O-])cc1NC(=O)CCC(=O)c1cccs1
-18,O=c1sc2ccccc2n1Cc1ccccc1
-7,O=[N+]([O-])c1ccc(-c2csc(NN=C3CCCC3)n2)cc1
4,O=C(/C(=N\O)n1cncn1)c1ccc(Cl)cc1Cl
-21,O=C(CCC1CCCN(C(=O)c2cncs2)C1)NCc1ccc(F)c(F)c1 (centres undefined)
5,COc1ccc(CNC(=O)CSc2nn3c(=O)c(C(C)(C)C)nnc3s2)cc1OC
2,CSc1cccc(CN2CCN(CCc3ccccc3)C(CCO)C2)c1 (centres undefined)
-21,O=[N+]([O-])c1ccc2[nH]c3c(c2c1)CCCC3
23,Cc1nnc(SCC(=O)N(C(C)C)C(C)C)[nH]c1=O
-8,O=C(NCCc1ccccc1)N1CCCC(CNS(=O)(=O)Cc2ccccc2)C1 (centres undefined)
-14,CCN(CC(=O)Nc1ccc(C(C)=O)cc1)CC(=O)Nc1cccc(OC)c1
-21,CCOC(=O)N/N=C/c1c(C)c(C(=O)c2ccc(F)cc2)n2ccccc12
8,Cn1c(SCC(=O)c2ccc3c(c2)NC(=O)CO3)nc2ccccc21
14,CC1=Nc2cc(C(=O)O)ccc2Sc2ccc(C)cc21
0,O=C(O)CNS(=O)(=O)c1ccc(C2CCCCC2)cc1

# The list goes on:
E-sel TNF inh,SMILES
-7,COc1ccc(-c2nn(-c3ccccc3)cc2N)cc1
-3,CCOC(=O)N1CCN(C(=O)CCCCn2c(=S)[nH]c3ccsc3c2=O)CC1
-15,CCC(C)N(C(=O)COc1ccc(NC(C)=O)cc1)C1CCS(=O)(=O)C1 (centres undefined)
-14,CCCC(=O)NC(NC1CCS(=O)(=O)C1)C(Cl)(Cl)Cl (centres undefined)
0,COc1cc2nc(Cl)nc(N3CCN(C)CC3)c2cc1OC
30,CCOP(=O)(O)c1cccc(OCCOCCOc2cccc(P(=O)(O)OCC)c2)c1
-7,O=C(CCC1CCCN(C(=O)Cc2cccc(F)c2)C1)N1CCN(c2ccccn2)CC1 (centres undefined)
16,Cc1cccc(C)c1NC(=O)CN(c1ccccn1)S(=O)(=O)c1ccccc1
-6,CCOC(=O)NNS(=O)(=O)c1cc(Br)ccc1Br
12,Cc1cccc(N)c1-c1c(C)cccc1N
10,CCOc1ccc(S(=O)(=O)N(C)c2ccc(OCC(=O)NCC3CCCO3)cc2)cc1 (centres undefined)
-15,COC(=O)C1=C(C)NC(=O)NC1c1ccco1 (centres undefined)
7,CC1=NN(c2ccc([N+](=O)[O-])cc2)C(c2ccccc2)C1 (centres undefined)
-4,Nc1no[n+]([O-])c1-c1ccccc1
16,CCN(CC(=O)Nc1cc(OC)ccc1OC)Cc1nc2ccccc2c(=O)[nH]1
-7,CNCC(O)CN(c1ccccc1)c1ccccc1 (centres undefined)
-12,Cc1sc2nc(CSCC(=O)NC(C)(C)C)[nH]c(=O)c2c1C
8,CC1CCCCC1NC(=O)CN1CCC(O)(c2ccc3c(c2)OCO3)CC1 (centres undefined)
-26,O=C(Nc1cccc(-c2cn3c(n2)SCC3)c1)c1ccc(Br)o1
-5,CCCCNC(=O)/C(=C\c1ccc([N+](=O)[O-])o1)NC(=O)c1ccccc1
-44,COc1cc(NC(=O)COc2ccccc2[N+](=O)[O-])ccc1NC(=O)c1cccs1
-25,O=C(NCCc1ccncc1)Nc1ccc(Cl)c(Cl)c1
2,CCC1(CC)NC(=O)N(CC(=O)N2N=C(c3ccc(Cl)cc3)CC2c2ccco2)C1=O (centres undefined)
12,O=C(O)CNC(=S)N(Cc1ccccc1)Cc1ccccc1F
-2,COc1ccc(CCN(Cc2cc3cc(C)ccc3[nH]c2=O)C(C)=O)cc1OC

# (cont.)
E-sel TNF inh,SMILES
-1,Cn1ncc(N=Cc2c(O)ccc3ccccc23)c1C(=O)Nc1cccc(Cl)c1
-13,COC(=O)N/N=C(\C)c1ccco1
-20,CN(C)S(=O)(=O)c1ccc(NC(=O)CN2CCC(Cc3ccccc3)CC2)cc1
-4,Cc1cc(C(F)F)nn1CC(=O)NC1C(=O)N2C(C(=O)O)=C(CSc3nnnn3C)CSC12 (centres undefined)
-11,Cc1ccc(CN2CCN(Cc3ccc4ncccc4c3)CC2CCO)cc1 (centres undefined)
2,O=C(NCC1CCCO1)C(=O)c1c[nH]c2ccccc12 (centres undefined)
25,O=C(O)Cn1cnc2sc3c(c2c1=O)CCCC3
14,COc1ccc(O)c(C(=O)CC(=O)c2ccccc2C)c1
-14,C=CCN(c1ccccc1)S(=O)(=O)c1cc(C(=O)NC2=NCCS2)ccc1Cl
-4,CC1=NN(c2ccccc2)C(=O)C1/C=C1\NC(=S)NC1=O (centres undefined)
-13,CCc1ccccc1NC(=S)N(CCN1CCCCCC1)Cc1ccco1
-10,CCS(=O)(=O)N1CCN(c2ccc(S(=O)(=O)N3CCOCC3)cc2)CC1
-15,Cc1c(Cl)c([N+](=O)[O-])nn1CC(=O)N1CCN(Cc2ccccc2)CC1
-36,O=C(Nc1ccccc1[N+](=O)[O-])C1(c2ccccc2)CCOCC1
-12,Cc1onc(-c2ccccc2Cl)c1C(=O)N1CCN(Cc2ccc3c(c2)OCO3)CC1
-3,CCCCNC(=O)C(=O)N/N=C/c1ccc(C(=O)OC)cc1
8,Cc1ccc(Cn2ncc3c(N4CCN(CC#N)CC4)ncnc32)cc1
-16,CCN(CC)CCCNC(=O)CNC(=S)N(CCCN1CCOCC1)Cc1cccs1
-26,O=c1cnnc(Nc2ccccc2)[nH]1
2,COc1ccc(-c2cc3c(nn2)-c2ccccc2C3=O)cc1
-10,COc1cccc(C(=O)N(c2ccc(C)cc2)C2C=CS(=O)(=O)C2)c1 (centres undefined)
19,CC(=O)Nc1cc(C)nn1-c1nc(C)cc(C)n1
2,CC(=O)n1cc(/C=N/NC(N)=S)c2ccccc21
-2,CCOc1ccccc1NC(=O)CNS(=O)(=O)c1ccc2nc(C)sc2c1
-14,CCCCC(=O)Oc1cc(C)[nH]c(=O)c1[N+](=O)[O-]

# The last 2 compounds of the part above are carried over, then new ones follow:
E-sel TNF inh,SMILES
-2,CCOc1ccccc1NC(=O)CNS(=O)(=O)c1ccc2nc(C)sc2c1
-14,CCCCC(=O)Oc1cc(C)[nH]c(=O)c1[N+](=O)[O-]
29,O=C(Nc1cccc([N+](=O)[O-])c1)Nc1ccc2c(c1)OCCO2
3,CCc1ccc(OCC(=O)c2c(O)c3ccccc3oc2=O)cc1
11,CCn1c(CNC(=O)Cc2ccc(OC)cc2)n[nH]c1=S
-8,COc1ccc(NC(=O)Cn2c(-c3ccccc3)cc(C(C)=O)c2C)c(OC)c1
-29,O=C(NCc1nnc(SCC(=O)N2CCOCC2)o1)c1ccccc1F
-5,Cc1nc2ccccc2c(=O)n1NC(=O)c1ccc([N+](=O)[O-])cc1Cl
-14,O=C(NCCNC1CCC(c2ccccc2)CC1)c1cccs1 (centres undefined)
11,O=C(NNS(=O)(=O)c1ccc(Cl)cc1)c1cccs1
0,NC(=O)c1sc(=S)n2c1[nH]c(=O)c1sccc12
8,Cc1ccc(NC(=O)/C=C/c2ccc(Cl)cc2)nc1
-9,CCc1ccc(C2=NN(CCC(=O)NC(C)c3ccc4c(c3)OCCO4)C(=O)CC2)cc1 (centres undefined)
29,CC(=O)c1cccc(NC(=S)NC(=O)c2ccccc2C)c1
-14,CCNC(=O)NC(=O)C(C)OC(=O)C1CCN(S(=O)(=O)c2ccccc2C(=O)OC)CC1 (centres undefined)
-6,O=C(O)CCn1cc(C2CC(c3ccccc3)=NN2c2ccccc2)c(-c2ccccc2)n1 (centres undefined)
-5,COCc1nnc(NC(=O)c2ccc(OC)cc2OC)s1
21,O=C(Nc1nccs1)c1ccccn1
8,COc1ccc(-n2c(=O)c3ccccc3n(CC(=O)NC3CCCCC3)c2=O)cc1OC
-5,COCCn1c(N/N=C(C)/C=C/c2ccccc2)nc2c1c(=O)[nH]c(=O)n2C
23,O=c1[nH]c(SCc2ccccc2)nc2ccsc12
-24,NNc1nc2cccnc2n(CCNc2ncc(C(F)(F)F)cc2Cl)c1=O
4,Cc1cc(C(=O)N/N=C/c2ccc3c(c2)OCO3)c(C)n1-c1ccc(F)cc1
-8,O=C(Cc1cccs1)N/N=C/C=C\c1ccccc1[N+](=O)[O-]
-17,O=C(CCc1ccc(S(=O)(=O)NC2CCCCC2)cc1)NCc1cccnc1
-5,CS(=O)(=O)N1CCC(C(=O)Nc2cccc(Cl)c2)CC1
10,Nn1c(SCC(=O)Nc2ccc3c(c2)OCO3)nnc1C(F)(F)F

# Continuation.
E-sel TNF inh,SMILES
-14,COCCN(C(=S)Nc1ccc(C)c(C)c1)C(C)c1ccco1 (centres undefined)
-5,NC1=NS(=O)(=O)NC1c1ccc(F)cc1 (centres undefined)
-9,CCN1C(=O)C(CC(=O)Nc2ccccc2)N(Cc2ccccn2)C1=S (centres undefined)
-7,CCC(CC)NCc1ccc2c(c1)c1ccccc1n2CC
-21,S=C(Nc1ccccc1Cl)N1CCCCCC1
7,O=C1NC2(CCC3(CC2)OCCO3)NN1c1ccc(Cl)cc1
-18,CCCCC(=O)NCc1ccccc1Cl
6,Cc1cc(C)nc(NC(=O)c2ccc(Cl)cc2)n1
-8,COc1ccc(-c2nnn(CC(=O)N(CCN3CCOCC3)C(C(=O)NC3CCCC3)c3ccco3)n2)cc1 (centres undefined)
5,NC(=NCc1ccc2c(c1)OCO2)NC(=O)c1ccccc1
-13,O=Cc1cn(CC(=O)Nc2ccc(F)cc2)c2ccccc12
-3,COc1ccc(CN(Cc2ccc(C(=O)O)cc2)C(=S)Nc2ccccc2Cl)cc1OC
-4,CCCOc1ccc(C(=O)ON=C2CCN(C)CC2)cc1
0,O=[N+]([O-])c1ccc(N=NNc2ccccc2)cc1
-23,O=C(NC1CCS(=O)(=O)C1)C1C2CC3CC(C2)CC1C3 (centres undefined)
-23,Cc1nn(C)c(Cl)c1CN1CCCC(CO)(Cc2cccc(Cl)c2)C1 (centres undefined)
4,COc1ccccc1N1CCN(C(CNS(C)(=O)=O)c2cccnc2)CC1 (centres undefined)
0,CCCn1c(=O)[nH]c(=O)c2c1nc(-c1ccc(OC)c(Br)c1)n2CCOC
13,O=C(CNCc1ccc(Cl)cc1)Nc1cccc(C(=O)O)c1
-37,O=C(c1nnc(-c2ccc(Cl)cc2)o1)C1CCCC1
-24,O=C(c1cccs1)N1CCN(Cc2ccccn2)CC1
-1,Cc1c(Cl)cccc1NC(=S)N1CCN(S(=O)(=O)c2cccs2)CC1
-9,Cc1ccc(C(=O)Nc2ccc(C(=O)N/N=C/c3ccncc3)cc2)cc1
-12,O=c1cnnc(Nc2ccccc2F)[nH]1
-16,COc1ccc(/C=C/C(=O)Nc2ccncc2)cc1OC

# The list goes on.
E-sel TNF inh,SMILES
9,FC(F)(F)c1nc(NCC2CCCO2)c2nnn(Cc3ccccc3Cl)c2n1 (centres undefined)
-28,O=[N+]([O-])c1ccc(O)c(/C=N/NC2=NS(=O)(=O)c3ccccc32)c1
9,CN=c1scc(-c2ccc(OC)cc2)n1/N=C(\C)c1cccnc1
-23,COc1ccccc1CN1C2CCCC1CC(NC(=O)/C=C/c1ccccc1)C2 (centres undefined)
2,Cc1nc2c(ccc3c([N+](=O)[O-])cccc32)c(C)c1C
5,N#Cc1c(N)n(-c2ccc(O)cc2)c2nc3ccccc3nc12
-20,Cc1nn(C)cc1CNCc1c(C(=O)N2CCCCC2)nc2c(C)cccn12
-40,CC(C)NC(=O)CSc1nc(N)c(-c2ccccc2)c(=O)[nH]1
11,Cc1ccc(NC(=O)/C(C#N)=C(\N)C(Cl)(Cl)Cl)nc1
-6,O=[N+]([O-])c1ccccc1Nc1c2ccccc2nc2ccccc12
-10,O=C(O)CC/C(=C\c1ccc(N2CCCC2)c([N+](=O)[O-])c1)c1nc2ccccc2s1
-20,CC(=O)c1ccc(NCC2COc3ccccc3O2)c([N+](=O)[O-])c1 (centres undefined)
-2,CCOC(=O)/C(C#N)=N/Nc1c(C)n(C)n(-c2ccccc2)c1=O

# An excerpt from above in order of molecular weight, high to low:
E-sel TNF inh,SMILES
-23,COc1ccccc1CN1C2CCCC1CC(NC(=O)/C=C/c1ccccc1)C2 (centres undefined)
-5,COCCn1c(N/N=C(C)/C=C/c2ccccc2)nc2c1c(=O)[nH]c(=O)n2C
2,CSc1cccc(CN2CCN(CCc3ccccc3)C(CCO)C2)c1 (centres undefined)
2,CC(CCn1cccn1)NC(=O)CCc1nnc(C2CCCCC2)o1 (centres undefined)
7,O=C1NC2(CCC3(CC2)OCCO3)NN1c1ccc(Cl)cc1
29,CC(=O)c1cccc(NC(=S)NC(=O)c2ccccc2C)c1
5,NC(=NCc1ccc2c(c1)OCO2)NC(=O)c1ccccc1
-4,CCCOc1ccc(C(=O)ON=C2CCN(C)CC2)cc1
2,COc1ccc(-c2cc3c(nn2)-c2ccccc2C3=O)cc1
4,O=C(/C(=N\O)n1cncn1)c1ccc(Cl)cc1Cl
-7,COc1ccc(-c2nn(-c3ccccc3)cc2N)cc1
25,O=C(O)Cn1cnc2sc3c(c2c1=O)CCCC3
-18,O=c1sc2ccccc2n1Cc1ccccc1
-5,NC1=NS(=O)(=O)NC1c1ccc(F)cc1 (centres undefined)
-18,CCCCC(=O)NCc1ccccc1Cl
12,Cc1cccc(N)c1-c1c(C)cccc1N
-12,O=c1cnnc(Nc2ccccc2F)[nH]1
